NCF1 inh = p47phox (human) inhibition; P14598; 220,000 tested, 0.53% active; inhibition, % at 24.7 µM; AID 1274; p47phox/p22phox peptide binding, fluorescence polarization, 2 h;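 active = inhibition above about 30%, limit read from the data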;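 note: 0% = p47phox with labelled peptide and 100% = labelled peptide alone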
Target sequence (P14598 whole entry, looked up): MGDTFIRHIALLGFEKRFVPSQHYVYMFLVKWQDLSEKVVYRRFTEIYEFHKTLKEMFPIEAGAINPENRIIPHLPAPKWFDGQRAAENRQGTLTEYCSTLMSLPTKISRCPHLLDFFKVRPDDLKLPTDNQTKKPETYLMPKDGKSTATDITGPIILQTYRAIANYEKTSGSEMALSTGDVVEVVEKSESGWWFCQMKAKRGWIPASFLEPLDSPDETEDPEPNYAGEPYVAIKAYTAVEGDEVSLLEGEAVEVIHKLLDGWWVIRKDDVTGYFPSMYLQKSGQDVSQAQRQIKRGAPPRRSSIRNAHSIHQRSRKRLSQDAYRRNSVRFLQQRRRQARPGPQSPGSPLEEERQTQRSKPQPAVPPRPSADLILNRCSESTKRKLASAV
Runt-CBFb FRET = inhibitors of human RUNX1 Runt domain binding to CBFb; Q01196+Q13951; Cerulean-Runt/Venus-CBFb FRET ratio 530/480, 1 h; inhibition, % at 20 µM; 220,000 tested, 0.46% active;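 active = inhibition over about 50% at 20 µM in the single-dose screen, limit read from the data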;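 note: 0% = DMSO wells and 100% = excess unlabeled CBFb competitor control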
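test system = Cerulean-tagged RUNX1 Runt domain (FRET donor) fusion protein | reagent = Venus-CBFb binding partner, 100 nM | incubation = protein complex preformed 1 h, compound exposure 1 h, room temperature, dark | detection = FRET fluorescence | read-out basis = loss of energy transfer signal | controls = 5 µM unlabeled CBFb as full-inhibition high control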
zVAD death inh = L929 zVAD cell death inhibition. L929 zVAD necroptosis rescue, ATP luminescence, 24 h; with zVAD 60 µM. viability rescue, % at 10 µM. 220,000 tested, 0.38% active. AID 1377;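 active = activation, scaled between plate controls, above about 75%, limit read from the data; inactive = activation under that limit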;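 note: 0% = zVAD with DMSO and 100% = DMSO alone without zVAD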
MDM2 E3 inh = Mdm2 E3 ligase (human) inhibition; Q00987; cell-based MDM2 ubiquitination luciferase reporter, 2 h; 0 = plate control, 100 = twice control, blank-subtracted; signal enhancement, % at 5 µM; 210,000 tested, 0.11% active; AID 1230;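 active = signal enhancement of 30% or more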;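 note: luminescence tracks abundance of the self-degrading MDM2-luciferase fusion protein; higher signal means inhibition of MDM2 E3 ligase activity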
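Buffer or medium: Cells held in DMEM | Assay system: Stable mammalian line carrying autodegrading MDM2–luciferase fusion reporter | Quantity: 2000 cells/well | Times: 4 h settle plus 2 h compound, 37 °C | Doses: One concentration, 5 µM, with 0.2% DMSO | Technique: Luminescence with SteadyLite reagent, 15 min at room temperature | Benchmarks: Plate controls and plate blanks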
EBV gp42 inh = blocks Epstein-Barr virus glycoprotein 42 binding; inhibition, % (tested at 21.74 µM); Fluorescence polarization binding assay, mP read-out; 220,000 tested, 0.42% active; in the data active = inhibition above about 50%
Target sequence (Q1HVG2 whole entry, looked up): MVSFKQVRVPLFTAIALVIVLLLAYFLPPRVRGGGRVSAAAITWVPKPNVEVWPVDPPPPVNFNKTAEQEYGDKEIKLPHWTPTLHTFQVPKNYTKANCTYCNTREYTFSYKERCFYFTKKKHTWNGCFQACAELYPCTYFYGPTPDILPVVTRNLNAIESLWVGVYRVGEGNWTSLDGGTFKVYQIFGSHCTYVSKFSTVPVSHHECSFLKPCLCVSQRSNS
14-3-3 Bad PPI = disrupts binding of bovine 14-3-3 zeta to phospho-Bad peptide; P63103; TR-FRET 14-3-3zeta/Dy647-pBad peptide displacement, 1 h; inhibition, % at 21.7 µM; 220,000 tested, 0.71% active; AID 781;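 active = inhibition above about 70%, limit read from the data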;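 note: 0% = full 14-3-3 plus peptide FRET controls and 100% = background without 14-3-3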
Target sequence (P63103 whole entry, looked up): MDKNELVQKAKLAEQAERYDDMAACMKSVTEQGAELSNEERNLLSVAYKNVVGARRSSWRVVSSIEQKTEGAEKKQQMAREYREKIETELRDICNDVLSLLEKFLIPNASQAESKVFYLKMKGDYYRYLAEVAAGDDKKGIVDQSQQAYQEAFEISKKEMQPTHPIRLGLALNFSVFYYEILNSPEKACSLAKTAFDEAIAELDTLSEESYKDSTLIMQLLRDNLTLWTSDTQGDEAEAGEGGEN
TbHK1 inh = T. brucei hexokinase 1 inhibition. recombinant TbHK1, G6PDH-coupled NADH A340. inhibition, % at 10 µM. 220,000 tested, 0.11% active. AID 1430;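 active = inhibition of 50% or more in the single-dose primary screen; inactive = inhibition below 50%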
Runt-SMMHC FRET = inhibitors of human RUNX1 Runt domain binding to CBFb-SMMHC; Cerulean-Runt/Venus-CBFb-SMMHC FRET ratio 530/480, 1 h; inhibition, % at 20 µM; Q01196+Q13951; 220,000 tested, 0.74% active; AID 1434;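 active = mean inhibition across duplicate retests at 20 µM reaching about 50%, limit read from the data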;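 note: 0% = DMSO wells and 100% = wells with excess untagged CBFb-SMMHC; inhibitors lower the FRET ratio by blocking Runt binding to CBFb-SMMHC; some results filed as inactive read as strong as hits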
Hck Nef HTS = inhibitors of human Hck kinase activated by Nef. inhibition, % at 20 µM. 220,000 tested, 0.68% active. AID 463187. P08631. Recombinant Hck-YEEI plus Nef, Z-Lyte FRET kinase assay;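 active = Hck-Nef kinase inhibition above about 50%, limit read from the data; inactive = inhibition below that limit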;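 note: 0% = DMSO with Hck plus Nef and 100% = Hck alone without Nef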
An asterisk follows results filed as active; · = not tested or not shown; [ ] = remark or other dose.

SMILES	NCF1 inh	Runt-CBFb FRET	zVAD death inh	MDM2 E3 inh	EBV gp42 inh	14-3-3 Bad PPI	TbHK1 inh	Runt-SMMHC FRET	Hck Nef HTS
CC(C)(C)C(=O)CSc1nc2c(c(-c3cccs3)c1C#N)CCC2	-119.9	1.1	1.1	2.3	-39.8	1.9	1.1	27.9	12.9
O=C(Cn1[nH]c(=O)c2ccccc2c1=O)N1CC=C(c2ccccc2)CC1	4.5	0.5	0.8	-9.9	-3.3	-6.2	-12.1	-0.1	0.4
Cc1cccc(N(C(=O)CCC(=O)Nc2ccccn2)C(C(=O)NC(C)C)c2ccc(O)cc2)c1 (configuration not stated)	-6.8	-1.6	0.4	-12.1	-5.4	6.2	-0.5	-0.6	1.9
O=C(COc1cccc2cccnc12)NCC(F)(F)F	-4.9	-2.1	0.8	-4.6	16.4	-2.8[fluorescence artefact?]	5.5	-10.4	-0.6
CCOC(=O)c1ccc2[nH]c3c(c2c1)CCCC3O (configuration not stated)	48.4*	-0.1	76.4*	12.8	13.9	-24.1	-4.8	1.9	31.3
CC(=O)Nc1ccc(S(=O)(=O)NC2(C(F)(F)F)NC(=O)N(c3ccc(Cl)cc3)C2=O)cc1 (configuration not stated)	-7.4	-2.1	0.0	-11.5	-18.2	7.6[fluorescence artefact?]	1.4	-1.4	1.4
CCN=C1S/C(=C\c2ccc(N3CCOCC3)cc2C)C(=O)N1CC	-15.6	-15.9	1.8	-14.7	-24.0	-15.0	33.3	-28.5	0.6
CCOc1ccc(CN2CCN(S(=O)(=O)c3ccc(NC(C)=O)cc3)CC2)cc1OC	-3.8	-1.7	0.3	1.4	-8.8	33.7	-16.1	-1.6	-0.1
Cc1c(NC(=O)c2ccc(F)cc2)c(=O)n(-c2ccccc2)n1C	-14.7	2.0	0.2	-13.7	-19.8	-8.5	-3.9	-6.0	4.0
CCOc1ccccc1N(C)C(=O)C1CCN(S(=O)(=O)c2cccc3nonc23)CC1	-2.9	1.6	0.0	-2.1	-4.3	4.7	-5.6	1.8	-24.6
CCOC(=O)N1CCN(C(=O)CCc2c(C)nc3nc(C)nn3c2C)CC1	-2.3	0.4	-0.6	5.8	-8.8	2.0	4.3	4.0	-2.4
CC(C)c1ccc(N2C(=O)CC(Sc3ncn[nH]3)C2=O)cc1 (configuration not stated)	-13.7	21.2	1.6	3.9	-25.7	-1.7	3.0	8.8	-0.7
COc1ccc(-c2cc(CCCC(=O)NCCc3cc(OC)ccc3OC)no2)cc1	-14.6	-8.5	1.1	-8.6	-10.1	·	-1.1	-6.1	-0.1
Cc1ccc(NC2=NC(c3ccccc3)n3c(nc(C)cc3=O)N2)c(C)c1 (configuration not stated)	-1.0	0.5	-0.1	-0.5	-14.7	-6.2	-3.2	-1.1	-1.0
Cn1c(-c2ccc3c(c2)OCO3)cnc1NCc1cccc(Cl)c1	-2.7	-0.6	-0.4	-16.5	-8.7	65.7	12.5	2.6	-3.3
Cc1cc(C=C2C(=O)c3ccccc3C2=O)c(C)n1-c1ccc(Cl)cc1	-36.5	-5.2	0.8	-22.9	61.4*	-3.8	-14.9	-74.9	0.9
CC1=C(c2ccc(C)cc2)S(=O)(=O)N(CC(=O)O)C1=O	-9.2	0.2	-0.8	-0.4	-16.6	-4.3	-7.4	-0.9	-11.0
O=C(Cn1c(=O)oc2cc(S(=O)(=O)N3CCCC3)ccc21)N1CCN(C2CCCCC2)CC1	-10.3	2.7	0.5	-4.8	-2.4	11.4[fluorescence artefact?]	-1.8	-1.6	6.2
Cc1ccc(C(=O)Nc2sc(C)c(-c3ccccc3)c2C(N)=O)cc1[N+](=O)[O-]	-12.9	27.0	0.8	-14.7	-5.2	-3.3	0.2	20.3	-1.3
CSCCC(NC(=O)c1ccc(Cl)cc1)C(=O)OCC(=O)Nc1cc(Cl)ccc1C (configuration not stated)	-23.6	-2.4	0.9	-11.8	-3.9	-10.0	6.1	0.8	4.1
CC(=O)c1c(C)[nH]c(C(=O)Nc2ccccc2N2CCOCC2)c1C	-6.4	-1.1	33.2	-12.9	-3.4	-18.7	3.4	2.6	24.9
Cc1ccc(N(CCC#N)C(=O)CSc2ccc3c(c2)OCCO3)cc1	-8.1	-1.0	0.1	-10.6	-3.4	5.1[fluorescence artefact?]	4.2	0.5	0.8
CCCC(=O)c1ccc(-c2ccccc2)cc1	-4.5	-0.6	0.3	-6.3	-9.9	1.7	1.4	40.9	1.3
CN1CCN(NC(=O)c2cc(-c3cccc(Cl)c3)nc3ccccc23)CC1	-6.8	-1.4	51.8	-23.8	-9.4	-11.1	-3.5	-0.2	25.2

By substructure: the entries above with a CF3 group
SMILES	NCF1 inh	Runt-CBFb FRET	zVAD death inh	MDM2 E3 inh	EBV gp42 inh	14-3-3 Bad PPI	TbHK1 inh	Runt-SMMHC FRET	Hck Nef HTS
O=C(COc1cccc2cccnc12)NCC(F)(F)F	-4.9	-2.1	0.8	-4.6	16.4	-2.8[fluorescence artefact?]	5.5	-10.4	-0.6
CC(=O)Nc1ccc(S(=O)(=O)NC2(C(F)(F)F)NC(=O)N(c3ccc(Cl)cc3)C2=O)cc1 (configuration not stated)	-7.4	-2.1	0.0	-11.5	-18.2	7.6[fluorescence artefact?]	1.4	-1.4	1.4

Next section
SMILES	NCF1 inh	Runt-CBFb FRET	zVAD death inh	MDM2 E3 inh	EBV gp42 inh	14-3-3 Bad PPI	TbHK1 inh	Runt-SMMHC FRET	Hck Nef HTS
Nc1n[nH]c2ccccc12	-10.9	-1.1	3.2	-2.5	-5.4	5.1	2.9	-2.5	17.6
COc1cc(C(CCN2CCN(c3ccccc3)CC2)c2c(OC)cc(OC)c3ccc(=O)oc23)cc(OC)c1OC (configuration not stated)	-16.4	-6.6	1.9	17.2	-16.3	-1.3	-26.8	5.1	16.5
CC(C)C[C@H](NC(=O)c1[nH]cnc1C(=O)N[C@H](C)c1ccccc1)C(=O)OC(C)(C)C	·	-5.5	0.2	·	-13.1	-10.9	14.7	-1.6	8.7
CC(=O)Nc1ccc(S(=O)(=O)NCC(=O)NCCc2ccc(S(N)(=O)=O)cc2)cc1	-3.3	-0.9	1.8	3.5	-7.4	-1.8	-0.4	-4.3	22.8
COc1ccccc1CNC(=O)C1CC(c2ccccc2[N+](=O)[O-])=NO1 (configuration not stated)	-5.8	0.2	1.1	-6.8	-10.7	-6.5	-2.2	-1.6	-0.6
COC(=O)c1ccc(OC(=O)CCN2c3ccccc3Sc3ccccc32)cc1	-25.5	-1.2	0.3	-10.6	0.7	-40.7	-1.2	-1.1	0.2
FC(F)(F)c1cccc(N2CCN(CC3CC=CCC3)CC2)c1 (configuration not stated)	4.7	0.6	-1.4	-8.9	-1.7	65.0	2.3	-5.2	0.5
O=C(Nc1cccc(-c2csc(Nc3ccc(Cl)cc3)n2)c1)c1ccccc1	-142.4	3.6	62.0	24.6	-29.7	-5.2	-31.2	1.8	22.6
CC(=O)Nc1ccc(CN2CCN(CCC(C)C)C(CCO)C2)cc1 (configuration not stated)	-0.6	-1.8	0.2	-4.7	2.7	-4.1	6.0	2.0	-14.0
CCCc1cc(=O)[nH]c(SCc2cc(=O)oc3c(C)c(C)ccc23)n1	-2.1	-10.5	0.0	1.6	-14.2	-1.3	13.4	1.9	3.3
COc1ccc(OCC(=O)Nc2ncc3c(n2)CC(C)(C)CC3=O)cc1	-10.2	-1.2	-0.1	2.8	-16.7	-4.2	8.3	3.6	1.5
Cc1ccc2nc(SCC(=O)N3CCN(C(=O)c4ccco4)CC3)[nH]c2c1	-7.5	0.4	19.4	0.9	-9.3	-4.3	-2.7	4.0	3.2
CCSc1nnc(NC(=O)COc2cccc3ccccc23)s1	-24.9	0.7	0.4	-10.7	-9.6	-5.8	-2.1	1.8	3.8
CCOc1ccc(S(=O)(=O)NN=C2CCN(C(C)=O)CC2)cc1	4.5	2.0	-0.3	-3.9	4.4	-2.3	5.7	0.4	2.2
Cc1cc(C(=O)N2CCCC(C(=O)c3cccc(C(F)(F)F)c3)C2)nc(C)n1 (configuration not stated)	-4.5	·	-0.2	-3.7	-9.0	-2.0	-4.9	·	19.7
CN(C)C=NC(=O)/C(C#N)=C/c1ccccc1	-2.8	-1.3	1.5	-6.2	0.8	0.5	-7.3	-3.1	27.6
O=S(=O)(NCc1ccc2c(c1)OCO2)c1cccc2cccnc12	-11.6	3.2	0.5	-3.4	-6.9	4.2	0.1	-7.2	-0.4
CC1CCc2nn(CC(=O)NCCC3=CCCCC3)cc2C1 (configuration not stated)	-8.9	-4.2	-0.1	-6.8	-4.7	3.7	3.3	-2.5	3.4
Cc1ccc(NC(=O)CCn2c(=O)oc3ccccc32)cc1	-10.6	-1.5	1.6	8.8	-9.9	4.2[fluorescence artefact?]	5.2	-5.5	0.0
O=C(c1ccco1)N1CCN(C(=O)c2cnn3cccnc23)CC1	-7.8	-0.4	0.4	-15.4	3.7	6.0	-3.6	4.4	-9.6
c1cn2c(NC3CCCC3)c(-c3ccc(N4CCOCC4)cc3)nc2cn1	-16.5	-1.2	0.9	-12.0	-14.0	7.4	-35.7	-26.2	-2.0
O=C(CCSc1ccccc1)NC(=O)COC(=O)c1ccc(OC(F)F)cc1	-9.9	1.3	0.4	-1.8	-6.9	5.8	4.9	-2.2	1.2
Cc1c(Cl)c([N+](=O)[O-])nn1Cc1ccc(C(=O)NN)o1	0.6	1.4	0.1	-9.5	-4.4	0.6	-0.6	-0.4	21.2
CCOC(=O)c1c(C)[nH]c(C(=O)CN2C(=O)NC3(CCCC3)C2=O)c1C	-0.3	-2.8	0.6	3.9	-8.0	-7.1	-5.4	3.6	11.3
O=C(COC(=O)c1ccc2c(c1)OCO2)NC1CCS(=O)(=O)C1 (configuration not stated)	-3.1	-2.8	2.9	3.6	-18.3	-0.8	-4.7	-3.1	-5.8
O=C(/C=C/c1cccc(Cl)c1)NCc1ccccc1	-2.9	-1.6	3.7	-8.4	3.5	-3.0	-0.7	-0.8	1.5
COC1=C(C)C(O)=C(C(=O)/C=C/c2ccccc2)C(=O)C1(C)C	-8.4	0.2	0.2	16.8	-10.1	-3.1	-31.4	0.7	22.0
COc1ccc2oc(=O)c(C(=O)Nc3cccc(C)c3)cc2c1	-9.7	-4.0	9.0	-4.8	-13.6	0.1	-10.7	-3.4	19.7
Cc1cccc(NC(=S)NCCC(c2ccccc2)c2ccccc2)c1	-8.6	-0.8	-0.1	-7.8	-3.7	-8.4	24.2	2.5	4.3
COc1ccc(Br)cc1S(=O)(=O)N1CCOCC1	-4.5	-0.8	-0.1	-14.3	-11.7	12.1[fluorescence artefact?]	4.2	-1.6	13.1
Cc1c(-n2cccc2C=O)cccc1[N+](=O)[O-]	-6.6	-0.1	1.3	-21.4	-6.2	-4.5	0.6	-2.9	0.6
CCS(=O)(=O)N1CCN(C2CCC(C)CC2)CC1 (configuration not stated)	1.1	2.5	-0.4	-5.8	-9.2	40.0[fluorescence artefact?]	1.8	0.5	2.1

Records listed so far printed as active in EBV gp42 inh.
mol,NCF1 inh,Runt-CBFb FRET,MDM2 E3 inh,EBV gp42 inh,14-3-3 Bad PPI,TbHK1 inh,Runt-SMMHC FRET,Hck Nef HTS
Cc1cc(C=C2C(=O)c3ccccc3C2=O)c(C)n1-c1ccc(Cl)cc1,-36.5,-5.2,-22.9,61.4*,-3.8,-14.9,-74.9,0.9
